Source: PubChem (National Center for Advancing Translational Sciences (NCATS))
TCR act: Activators of T cell receptors: qHTS campaign. primary human leukocytes, anti-CD3, IL-2 HTRF, 48 h. Potency, µM (highest dose often 9.22 µM), for inactives: at the highest dose activation of IL-2 secretion, hits mostly activators. 330,000 tested, under 10 active. AID 504894, 2011; also: % of control where 0% means no effect
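TCR engagement came from a-CD3 beads alone, with compounds added to primary human leukocytes for 48 hr. Secreted IL-2 bridged europium cryptate- and d2-labelled anti-IL-2 antibodies, giving FRET emission at 665nm after 320nm excitation.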
Giardia killer: Small Molecules that selectively kill Giardia lamblia: qHTS | AID 540267, 2011 | activity change, % at 7.66 µM, hits read low | 340,000 compounds, 0.15% hits | Giardia lamblia trophozoite viability; in the data active = activity change below about -80%; inconclusive = between about -30% and that limit;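 also: parasites exposed to compound for two days anaerobically before the ATP read; % is scaled to controls: 0 for no effect and ±100 for the full control effect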
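Luminescent ATP signal served as the viability read-out, measured 15-30 min after adding ATP detection reagent to trophozoites that had been incubated with compounds for 48 hrs at 37 deg C anaerobically at 100 cells/well.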
TSHR antagonist: Antagonists of the Thyroid Stimulating Hormone Receptor: HTS campaign | AID 504810, 2011 | activity change, negative = inhibition, % at 11.5 µM | TSHR-expressing cells, TSH-stimulated cAMP HTRF, 2 h; hits give low values | Thyrotropin receptor (Homo sapiens), P16473 | 330,000 compounds, 0.2% hits;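 active = activity change below a set negative limit, meaning inhibition stronger than a set level, cut at about -70% in these data; inconclusive = activity change between two set negative limits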; also: % is scaled to controls: 0 for no effect and ±100 for the full control effect
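Cell-based HTRF cAMP assay; TSHR cells + compound, TSH EC80 (4nM final), 2 h, 37 deg C. Lysis with anti-cAMP cryptate and cAMP-d2, 30 min RT, read 665/620 nm.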
A-T KAP1 phos: qHTS Assay for Identifying a Potential Treatment of Ataxia-Telangiectasia; […] A-T fibroblasts, KAP-1 phosphorylation AlphaLISA; neocarzinostatin DNA damage 30 min before lysis; Potency, µM (doses to about 57.5 µM), without a hit: at the top dose activation, actives largely listed as activators; AID 485349, 2010; 320,000 compounds, 0.19% hits; also: potency is read from the fitted curve at half-maximal effect; % of control where 0% means no effect; nearly all actives have a fitted effect of over 45% in size
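hTERT-immortalized A-T patient fibroblasts ([…]), 500 cells/well in OPTI-MEM, 1% FBS, got compounds for 60 min, then NCS for 30 min at 37C. Lysates were then assayed for phospho-KAP-1 by AlphaLISA (anti-pKAP1 donor, anti-KAP1 acceptor beads), 6 hr at 25C.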
Tb PFK block: qHTS Assay to Find Inhibitors of T. brucei phosphofructokinase | Potency, µM (series often up to 57.5 µM), for the others: top-dose activity, negative = inhibition, actives largely listed as inhibitors | ATP-dependent 6-phosphofructokinase (Trypanosoma brucei brucei), O15648 | T. brucei PFK, ADP-Glo luminescence | 330,000 compounds, 0.17% hits;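 also: potency is read from the fitted curve at half-maximal effect; 0% = uninhibited 1x PFK enzyme wells and -100% = no-enzyme wells; nearly all actives have a fitted effect of over 60% in size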
Target sequence (O15648 whole entry, looked up): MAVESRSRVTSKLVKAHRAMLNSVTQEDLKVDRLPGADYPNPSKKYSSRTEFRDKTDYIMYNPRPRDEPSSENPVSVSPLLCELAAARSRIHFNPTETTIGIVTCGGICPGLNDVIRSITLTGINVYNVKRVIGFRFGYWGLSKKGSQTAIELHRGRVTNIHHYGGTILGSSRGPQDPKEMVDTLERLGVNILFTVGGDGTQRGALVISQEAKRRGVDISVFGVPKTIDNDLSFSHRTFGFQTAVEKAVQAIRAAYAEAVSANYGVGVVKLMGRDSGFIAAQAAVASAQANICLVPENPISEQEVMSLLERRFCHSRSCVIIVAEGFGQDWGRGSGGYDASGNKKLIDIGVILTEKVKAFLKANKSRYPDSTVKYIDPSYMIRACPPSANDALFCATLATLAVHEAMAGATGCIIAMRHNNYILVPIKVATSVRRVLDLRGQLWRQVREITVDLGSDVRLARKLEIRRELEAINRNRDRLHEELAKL
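PFK 1.25 nM, F6P 0.5 mM, ATP 0.1 mM, 0.1 M TEA pH 8.0, 5 mM MgCl2, 0.01% Tween20, 0.1% BSA; 45 min RT. ADP-Glo readout. qHTS titration up to 57 uM; curves fitted, compounds curve-classed.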
hERG WT inh: qHTS for Inhibitors of KCHN2 3.1: Wildtype qHTS | U2OS, BacMam KCNH2, thallium flux FluxOr; hits give low values | activity change, % at 1.84 µM | 340,000 compounds, 0.37% hits | AID 720551, 2013;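 active = maximum activity change below -70%; inconclusive = maximum activity change between -70% and -50%; inactive = maximum activity change above -50%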; also: % is scaled to controls: 0 for no effect and ±100 for the full control effect
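U2OS cells transduced with wild-type KCNH2 virus are loaded with FluxOr dye for 45 min, and thallium flux is measured in kinetic reads before and after stimulation buffer. Rate constants are normalized to DMSO controls.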
Chronic BCR inh: qHTS Assay to Find Inhibitors of Chronic Active B-Cell Receptor Signaling; AID 493014, 2011; Potency, µM (highest dose often 46.1 µM), inactives show top-dose ratio change, negative = lower green/red ratio, hits mostly inhibitors; ABC-DLBCL IkBa-CBG/CBR reporter, luminescence ratio, 4 h; 340,000 compounds, 0.05% hits; active = well fitted inhibition curve with a large enough effect in the signal ratio, with a control signal flat, not every such curve was filed as active; inconclusive = small, poorly fitted or top-dose-only effect, or effect the other way, or a change in a side signal; the % refers to the signal ratio;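 also: potency is read from the fitted curve at half-maximal effect; plate controls were basal doxycycline-induced cells for no effect and cells given 10 µM MG132 for full effect; MG132 reads +100%, hits lower the ratio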
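Compounds up to 46 uM were incubated four hours with TMD8 cells whose green CBG68 luciferase is fused to IkappaBalpha; red CBR luminescence normalised the signal, and concentration-effect curves were fitted to fusion, red and ratio data.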
MLL CXXC-DNA inh: qHTS Fluorescence Polarization Assay for Inhibitors of MLL CXXC domain - DNA interaction; Histone-lysine N-methyltransferase 2A (Homo sapiens), Q03164; MLL-CXXC / FITC-HOXA9 DNA fluorescence polarization; Potency, µM (highest dose often 115 µM), for inactives: top-dose activity change, negative = inhibition, actives largely listed as inhibitors; 290,000 compounds, 0.037% hits; AID 2662, 2010; active = well fitted inhibition curve with a large enough effect in the polarisation, with a control signal flat, not every such curve was filed as active; inconclusive = small, poorly fitted or top-dose-only effect, or effect the other way, or a change in a side signal; inactive = no such curve, though single readings can be large or run the other way; the % refers to the polarisation; also: potency is read from the fitted curve at half-maximal effect
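Steps: dispense CXXC domain solution (7 uM) → pin compounds or unlabeled HOX-A9 DNA control → 5 min ambient → add FLSN-HOX-A9 solution (50 nM) → spin → 30 min ambient → fluorescence polarization. Tris pH 7.5/NaCl/DTT/BSA buffer.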
FBPA coupling cs: qHTS Assay for Inhibitors of Fructose-1,6-bisphosphate Aldolase from Giardia Lamblia: Coupling assay counterscreen | coupling enzyme system counterscreen, AmpLite Red fluorescence | activity change, negative = inhibition, % at 58.2 µM, hits read low | 290,000 compounds, 0.67% hits | AID 2472, 2010; in the data active = activity change below about -30%; also: % is scaled to controls: 0 for no effect and ±100 for the full control effect
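Compounds tested against the coupling enzymes alone at 57.5 uM final; readout was AmpLite Red fluorescence (525/598 nm) after 20 min at RT.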
GALK inhibitor: qHTS Assay for Inhibitors of Human Galactokinase (GALK); Purified GALK, Kinase-Glo residual ATP luminescence; 270,000 compounds, 0.007% hits; AID 1868, 2009; Potency, µM (highest dose often 57.5 µM), for inactives: at the top dose activity change, negative = inhibition, usual class: inhibitors; P51570; also: potency is read from the fitted curve at half-maximal effect; % is scaled to controls: 0 for no effect and ±100 for the full control effect
Target sequence (P51570 whole entry, looked up): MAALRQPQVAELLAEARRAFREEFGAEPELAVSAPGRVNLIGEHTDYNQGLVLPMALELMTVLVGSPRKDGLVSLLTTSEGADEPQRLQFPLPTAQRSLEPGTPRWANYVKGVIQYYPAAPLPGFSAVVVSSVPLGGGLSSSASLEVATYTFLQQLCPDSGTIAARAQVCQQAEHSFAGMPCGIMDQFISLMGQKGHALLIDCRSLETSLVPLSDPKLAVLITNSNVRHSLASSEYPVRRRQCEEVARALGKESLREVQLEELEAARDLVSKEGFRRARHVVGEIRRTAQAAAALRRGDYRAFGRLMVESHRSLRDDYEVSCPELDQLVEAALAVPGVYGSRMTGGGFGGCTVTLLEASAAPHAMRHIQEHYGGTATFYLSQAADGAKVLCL
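Galactose (100 uM) and ATP (35 uM) were turned over by 5 nM GALK for 1 h at RT. Kinase-Glo Plus then converted the remaining ATP into a luminescent signal.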
Active calls of the source: *; i = inactive; ? = inconclusive; . = no result given; [ ] = dose if it differs, or a comment. Unless noted, calls follow the shape of the dose curve; as a rule, active = well fitted curve in the direction sought with a large enough effect; inconclusive = small, poorly fitted or top-dose-only effect, or another doubt; inactive = no such curve, though single readings can be large; an effect the other way counts as inactive or inconclusive.

SMILES	TCR act	Giardia killer	TSHR antagonist	A-T KAP1 phos	Tb PFK block	hERG WT inh	Chronic BCR inh	MLL CXXC-DNA inh	FBPA coupling cs	GALK inhibitor
CCCCn1c(SCc2ccc(C(=O)OC)o2)nc2cc(S(N)(=O)=O)ccc21	8%	16	-14	3%	4%	4	-1%	-2%	-10	1%
O=C(Nc1ccc2c(c1)OCCO2)c1c(F)cccc1F	.	-14	1	4%	-2%	-15	-20%	17%	0	-3%
CCCSc1nnc(NC(=O)c2sc3nc(-c4cccs4)ccc3c2N)s1	0%	-15	-7	23%	0%	-7	9%	?	0	-2%
CC(C)Cc1nn2c(=O)cc(O)nc2s1	3%	11	2	-4%	16%	-4	2%	5%	2	2%
Oc1ccccc1N=Cc1ccc[nH]1	4%	-1	-9	2%	1%	15	?	-3%	-16	-3%
CC1CCN(S(=O)(=O)c2ccc3c(c2)oc(=O)n3CC(=O)NCc2ccc3c(c2)OCO3)CC1	2%	-16	-26	-4%	-6%	1	18%	1%	-2	0%
COC(=O)c1ccc(C(=S)NCC2(N(C)C)CCCCC2)cc1	-9%	7	6	-7%	4%	-12	?	3%	1	-4%
O=C(O)CCS(=O)(=O)c1ccccc1Cl	6%	26	-4	-1%	0%	0	-4%	13%	4	0%
O=C(c1cc(COc2c(F)cccc2F)on1)N1CCC(c2ccncc2)CC1	-10%	31[activator]	-29	-4%	-3%	17	?	-1%	0	1%
COc1ccc(CNCC(O)(c2ccccc2)c2ccc(F)cc2)cc1 (configuration not stated)	3%	13	-2	7%	-8%	11	?	-11%	1	3%
COc1ccc(Cc2nnc(SCC(=O)NCC3CCCO3)o2)cc1 (configuration not stated)	.	2	22	-9%	-1%	-14	3%	1%	-4	0%
C#CCn1c(-c2ccccc2)ccc(C#N)c1=O	-7%	3	12	0%	-22%	i	-2%	-13%	-6	1%
COC(=O)N/N=C/c1cc(Cl)cc(Cl)c1OCc1ccccc1	8%[46.1 µM]	-19	-26	8%	-6%	-9	-1%	9%	0	-2%
O=C1CC(c2cccs2)CC2=C1C(c1ccccc1)n1ncnc1N2 (configuration not stated)	-2%	16	-1	5%	5%	7	5%	4%	0	-1%
COc1ccc(C(O)P(=O)(OC(C)C)OC(C)C)cc1OC (configuration not stated)	-4%	11	-9	6%	0%	-1	-3%	?	0	1%
CCOC(=O)N1CCN(Cc2nc(N)nc(Nc3ccc(C)cc3C)n2)CC1	-1%	0	-5	2%	0%	9	?	-1%	-1	0%
COc1ccc(/C(O)=C/Sc2nnc(Cc3ccccc3)o2)cc1	-6%	0	-15	6%	0%	-2	7%	19%	1	-1%
CC(NC(=O)CCNS(=O)(=O)c1ccccc1)c1ccccc1 (configuration not stated)	1%	37[activator]	47	20%	0%	-156*	?	-3%	2	8%
COc1ccc(S(=O)(=O)N2CCCN(CC(=O)Nc3ccc4c(c3)OCO4)CC2)cc1	-5%	-7	-5	-10%	0%	-1	11%	3%	1	-6%
CCCc1cc(=O)[nH]c(SCC(=O)N2CCCCCC2)n1	2%	-5	.	2%	3%	-2	2%	.	.	.
COc1cc2c(cc1OC)C1C/C(=N\O)C(CC(C)C)CN1CC2 (configuration not stated)	3%	-14	0	-2%	-4%	0	10%	5%	0	.
COc1ccc(C2C(C(C)=O)=C(C)N=c3s/c(=C\c4cc(C)n(C)c4C)c(=O)n32)c(OC)c1 (configuration not stated)	1%	1	-14	-6%	0%	-2	-4%	?	-13	1%
CCC(C)NC(=O)CSc1c2c(nc3ccccc13)CCCC2 (configuration not stated)	-4%	-15	9	15%	2%	-4	?	14%	-1	3%
c1ccc(N2CCN(Cc3nnnn3C3CCCCC3)CC2)cc1	-2%	-6	-10	5%	5%	-19	3%	-2%	2	4%
O=C(Cn1c(=O)cnc2ccccc21)Nc1ccccc1N1CCOCC1	15%	-1	8	3%	3%	7	-2%	1%	.	5%

Next records:
SMILES	TCR act	Giardia killer	TSHR antagonist	A-T KAP1 phos	Tb PFK block	hERG WT inh	Chronic BCR inh	MLL CXXC-DNA inh	FBPA coupling cs	GALK inhibitor
CC(=O)NCc1ccc(C(=O)CCl)cc1	.	-13	10	-12%	-4%	-16	?	13%	1	4%
O=C(NCc1ccccc1)c1ccc2c(=O)n(CCCN3CCCC3=O)c(=S)[nH]c2c1	-5%	0	-3	.	-1%	-15	?	-18%	5	4%
Cc1ccc(/C=C/C(=O)O)cc1S(=O)(=O)NCc1ccco1	0%	2	9	15%	-3%	-19	?	-6%	-2	5%
O=C(Cn1cc2c(n1)CCCC2)NC1CCN(Cc2ccccc2)CC1	2%	8	7	0%	-3%	-1	1%	-3%	3	3%
CCCc1cc(C(=O)Cc2ccc(C(=O)OCC)o2)c(O)cc1O	-6%	-2	7	-4%	-3%	29	-24%	-6%	-6	-1%
Cc1ccnc(NC(=O)CCC(=O)N(CC(=O)NCCc2ccccc2)Cc2cccs2)c1	-5%	-7	-2	2%	0%	-10	-6%	-3%	5	-1%
COC(/C(=N/O)c1ccc(Cl)cc1)c1ccccc1 (configuration not stated)	3%	-3	-4	7%	2%	14	8%	-4%	-1	0%
CCN(CC)c1ccc(C(=O)NNC(=O)CNC(=O)c2cccs2)cc1	-5%	-22	10	-5%	0%	1	-6%	.	.	.
CO/N=C(/CN1CCCCC1)c1ccc(Cl)cc1	11%	9	-2	-9%	7%	1	1%	9%	2	8%
CCc1ccc(C(=O)CN2C(=O)NC(C)(c3ccc(C)cc3)C2=O)cc1 (configuration not stated)	-1%	-5	-8	1%	1%	.	?	11%	3	4%
N#CCCn1nc(-c2ccc([N+](=O)[O-])cc2)cc1Nc1ccccc1NC(=O)C(F)(F)F	13%[46.1 µM]	64[activator]	-19	-1%	-4%	26	?	7%	0	0%
Cc1cc(C)cc(Oc2coc3cc(OC(=O)c4cccnc4)ccc3c2=O)c1	-6%[46.1 µM]	-14	0	2%	-1%	-36	6%	18%	6	0%
Cc1ccc(C(C)NC(=O)c2cc3ccccc3oc2=O)cc1C (configuration not stated)	16%	9	-1	9%	3%	8	4%	6%	-2	-3%
Cc1nn(CC(=O)NC(C)C(C)C)c(C)c1S(=O)(=O)N1CCCCC1 (configuration not stated)	-3%	0	19	.	-4%	-2	-15%	.	.	.
O=C(Nc1nccs1)c1cc2sccc2n1Cc1ccc(F)cc1	2%	40[activator]	47	-14%	3%	-18	?	-6%	0	4%
COc1cccc(/C=C2\Oc3cc(OCC(=O)N4Cc5ccccc5C[C@H]4C(=O)O)ccc3C2=O)c1	-6%	-10	-4	4%	-12%	-1	?	-23%	13	.
COc1cc(/C=C2\Oc3cc(O)ccc3C2=O)ccc1O	-1%	-29	-6	0%	10%	-8	?	?	2	-3%
CCOC(=O)C1=C(C)NC(=O)NC1c1ccccc1OCc1c(F)cccc1Cl (configuration not stated)	-4%	-10	5	13%	0%	5	0%	-3%	-1	0%
COc1ccc(OCc2nnc(SC(C)C(=O)Nc3nccs3)n2-c2ccccc2)cc1 (configuration not stated)	.	-1	-8	5%	0%	-13	5%	-3%	4	1%
COc1ccc(S(=O)(=O)NCc2ccc(C(=O)NCc3cccnc3)cc2)cc1	.	.	-6	13%	-1%	.	0%	4%	4	-2%
COc1c(O)ccc2c1CN1CCc3cc4c(cc3C1C2)OCO4 (configuration not stated)	5%	5	-8	-9%	-8%	13	?	-10%	-32*	-1%
COc1ccc2cc(C(=O)N/N=C/c3cc(OC)c(OC)c(OC)c3)[nH]c2c1	-6%	?	-7	9%	-2%	8	3%	1%	-1	3%
O=C(Nc1ccc(Cl)cc1)N1CCOC12CCCCC2	-13%	-8	-6	6%	-4%	-3	2%	0%	-5	0%
Cc1ccc(C(=O)C2=C(O)C(=O)N(CCCn3ccnc3)C2c2ccc(OC(C)C)cc2)o1 (configuration not stated)	-8%	7	26	-4%	13%	-5	-3%	-1%	0	-1%
CN(C(=O)c1ccco1)c1ccccc1C(=O)O	-3%	-5	5	-8%	2%	15	2%	-2%	3	.
COc1cc(NC(=O)c2ccc(N3CC4CC(C3)c3cccc(=O)n3C4)c(NC(=O)c3ccncc3)c2)cc(OC)c1OC (configuration not stated)	2%	11	12	33%	-1%	9	-16%	24%	3	15%
